# High-throughput results (PubChem BioAssay)
# TDP1 inh – inhibitors of human tyrosyl-DNA phosphodiesterase TDP1; recombinant TDP1, AlphaScreen DNA substrate cleavage; Potency, µM (doses to about 130 µM), for the others: at the top dose activity change, negative = inhibition, usual class: inhibitors; 350,000 compounds, 0.28% hits; AID 485290; further: nearly all actives have a fitted effect of over 40% in size
# Target sequence (Q9NUW8 whole entry, looked up): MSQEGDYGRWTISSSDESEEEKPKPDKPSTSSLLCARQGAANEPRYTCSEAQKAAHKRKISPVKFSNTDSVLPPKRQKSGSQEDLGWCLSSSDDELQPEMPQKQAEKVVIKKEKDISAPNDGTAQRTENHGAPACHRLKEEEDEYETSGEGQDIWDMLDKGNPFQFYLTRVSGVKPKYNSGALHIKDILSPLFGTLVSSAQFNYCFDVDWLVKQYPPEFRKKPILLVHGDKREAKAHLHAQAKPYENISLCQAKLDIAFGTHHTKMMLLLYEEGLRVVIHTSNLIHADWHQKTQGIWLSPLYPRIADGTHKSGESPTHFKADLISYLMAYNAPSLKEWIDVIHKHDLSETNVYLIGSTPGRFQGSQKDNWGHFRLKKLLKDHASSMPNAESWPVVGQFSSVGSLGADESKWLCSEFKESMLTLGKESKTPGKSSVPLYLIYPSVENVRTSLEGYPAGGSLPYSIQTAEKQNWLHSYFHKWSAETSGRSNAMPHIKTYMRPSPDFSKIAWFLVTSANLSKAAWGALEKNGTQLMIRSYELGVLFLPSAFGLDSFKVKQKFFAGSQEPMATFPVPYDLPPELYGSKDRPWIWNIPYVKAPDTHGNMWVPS
#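 Steps: enzyme plus compound, 15 min RT; add biotin/phosphotyrosine-FITC oligonucleotide (15 nM final), react 5 min; add donor/acceptor beads (10 ug/ml final), 10 min; read AlphaScreen. Tdp1 at 1 nM final.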
# KAT2A inh – inhibitors of human GCN5L2 histone acetyltransferase; GCN5L2 HAT assay, ThioGlo1 CoA-SH fluorescence; Potency, µM (series often up to 58.9 µM), without a hit: top-dose activity change, negative = inhibition, hits mostly inhibitors; AID 504327; 390,000 compounds, 0.21% hits
#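 Free CoA generated was detected with ThioGlo1 (50uM) fluorescence at Ex340nm/Em540nm, read immediately and after 20 min at room temperature. Enzyme, 20 nM in HEPES pH 7.5 buffer, saw compounds 15 min before adding 75uM H3(1-25) peptide and 70uM acetyl-CoA.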
# TDP1 cell noCPT – qHTS for Inhibitors of human tyrosyl-DNA phosphodiesterase 1 (TDP1): qHTS in cells in absence of CPT. AID 686978, 2013. Potency, µM (highest dose often 46.2 µM), for the others: top-dose activity change, negative = growth inhibition, hits mostly inhibitors. 420,000 compounds, 15% hits. DT40 Tdp1-/- hTDP1 cells, no CPT, ATP luminescence, 48 h; further: nearly all actives have a fitted effect of over 55% in size
#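 Camptothecin absent (DMSO only). Human TDP1-complemented DT40 knockout cells, 400 cells/well, 37 °C for minimum 48 hr; ATP measured via CellTiter-Glo, 30 min dark incubation, luminescence.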
# Starred values were filed as active, the others as inactive; ? = inconclusive; · = no result given; [ ] = another dose, or the depositor's remark. The call rests on the fitted dose curve; in most records, active means well fitted curve in the direction sought with a large enough effect; inconclusive means small, poorly fitted or top-dose-only effect, or another doubt; inactive means no such curve, though single readings can be large; an effect the other way counts as inactive or inconclusive. On the % scale 0 is the no-effect control and ±100 the full control effect; potency means the concentration at half of the fitted maximal effect.
# The line under a structure holds: TDP1 inh	KAT2A inh	TDP1 cell noCPT
O=C(CSc1ccc(-c2ccc(F)cc2)nn1)Nc1ccc2c(c1)OCCO2
  -1%	3%	-28%
COc1ccc(NC(=O)Cc2ccsc2)cc1S(=O)(=O)N1CCOCC1
  1%	-1%	-16%
CCOc1ccc(-n2c(=O)c3c(C)c(C(=O)N(C)C)sc3n(CC(=O)Nc3c(C)cc(C)cc3C)c2=O)cc1
  -1%	0%	-18%
c1ccc(CCNc2nc3ccccc3s2)cc1
  -1%	-13%[0.501 µM]	?
C[C@H](NS(=O)(=O)c1c(Cl)cccc1Cl)C(=O)NNC(=O)COc1ccccc1F
  0%	0%	0%
CC(CNC(=O)c1sc2ncccc2c1-n1cccc1)c1ccccc1 (centres undefined)
  3%	-14%	26µM*
O=C(/C=C/c1ccco1)NCc1ccco1
  ·	-13%	3%
Cc1cc(N2CCN(C)CC2)nc2ccc(NC(=S)N3CCN(c4ccc(Cl)cc4)CC3)cc12
  8%	-3%	?
O=C(CCc1ccccc1)NC(=S)NCc1ccco1
  8%	2%	21µM*
CCOC(=O)Cc1csc(NC(=O)Nc2ccc(F)cc2)n1
  -5%	-4%	18µM*

# Single records, as listed above:
# C[C@H](NS(=O)(=O)c1c(Cl)cccc1Cl)C(=O)NNC(=O)COc1ccccc1F is entered as TDP1 inh: 0%; KAT2A inh: 0%; TDP1 cell noCPT: 0%
# CC(CNC(=O)c1sc2ncccc2c1-n1cccc1)c1ccccc1 (centres undefined) is entered as TDP1 inh: 3%; KAT2A inh: -14%; TDP1 cell noCPT: 26µM*
# O=C(/C=C/c1ccco1)NCc1ccco1 is entered as TDP1 inh: ·; KAT2A inh: -13%; TDP1 cell noCPT: 3%

# More entries.
# The line under a structure holds: TDP1 inh	KAT2A inh	TDP1 cell noCPT
O=C(CN1CCN(c2ccccc2O)CC1)NC(c1ccccc1)c1ccccc1
  8%	0%	?
Cc1ccc(C)c(/C=N/NC(=S)NCCc2ccccc2)c1
  7%	-3%	?
CCOc1ccc(S(=O)(=O)NCc2ccc3c(c2)OCO3)cc1NC(C)=O
  -18%	1%	0%
O=S(=O)(c1ccccc1C(F)(F)F)N1CCOCC1
  8%	-4%	0%
Cc1cccn2c(=O)c3cc(S(=O)(=O)c4ccc(F)cc4)c(=N)n(Cc4ccco4)c3nc12
  -4%	0%	?
Cc1ccccc1S(=O)(=O)Cc1ccc(C(=O)NCCN2CCCCC2C)o1 (centres undefined)
  -5%	-6%	-13%
O=C(CCNC(=O)c1ccco1)Nc1ccc(Cl)cc1
  3%	-5%	-29%
O=C(Nc1ccc(F)cc1)NC1(C(=O)NCc2ccco2)CCCCC1
  0%	-13%	-11%
COC(=O)c1ccc2[nH]c(CO)c(-c3ccccc3)c2c1
  ·	-6%	-22%
C#CCOC(=O)c1ccc(-n2cncn2)nc1
  6%	-24%	22%
CC1(C)CC(=O)C2=C(C1)N(CC1CCCO1)C(=O)C2(O)C(F)(F)F (centres undefined)
  3%	0%	-1%
O=C(O)c1ccc(N2C(=O)CC(SC(=NCc3ccc4c(c3)OCO4)Nc3ccccc3)C2=O)cc1 (centres undefined)
  6%	-7%	-8%
CCOc1ccc(C2NC(=O)c3n[nH]c(C)c32)cc1 (centres undefined)
  6%	-6%	2%
Cc1cccc(C(=O)OCc2cc(=O)oc3c(C)c(C)ccc23)c1O
  10%	-3%	-25%
CC12CC(NC(=O)N1c1cccc(C(=O)NCc3ccccc3)c1)c1ccccc1O2 (centres undefined)
  -8%	-4%	·
CCCCN1CC2=C(C1=O)C(c1ccc(O)cc1)NC(=O)N2C (centres undefined)
  -3%	-2%	0%
COc1ccc(C=O)cc1Oc1nc(Cl)ncc1F
  -4%	-6%	?
COC(=O)C1CSc2[nH]c(=O)sc2C1c1ccccc1 (centres undefined)
  5%	8%	-15%
O=C(NCCc1c[nH]c2ccccc12)C(=O)NCC1OCCCN1S(=O)(=O)c1cccs1 (centres undefined)
  -3%	-8%	?
COc1ccc(Cn2c(-c3ccc(OC)cc3)nc3c(c(=O)c4ccccc4n3C)c2=O)cc1
  -2%	75%[activator]	·
O=C(COc1ccc(Cc2ccccc2)cc1)c1ccc(F)cc1
  -6%	0%	?
COc1cc(C)nc(NS(=O)(=O)c2ccccc2)n1
  3%	8%	-4%
CCC(C)NC(=O)CN(c1ccc(OC)cc1)S(=O)(=O)c1ccc(NC(C)=O)cc1 (centres undefined)
  4%	-3%	-7%
COc1cc(/C=N/NC(=O)/C(=C\c2ccc([N+](=O)[O-])cc2)NC(=O)c2ccccc2)cc(OC)c1O
  7%	-6%[0.501 µM]	?
CCN1C(=O)[C@H]2[C@@H](c3ccc(-c4cc(C(C)=O)cs4)cc3)N3CCC[C@@]3(C(=O)OC)[C@H]2C1=O
  0%	-4%	23µM*
COc1ccccc1NC(=O)NCCc1c[nH]c2ccccc12
  ·	-21%	?
Cc1ccc(NC(=O)Cn2sc3nc(C)cc(C)c3c2=O)c(Cl)c1
  ·	28µM*	2.9µM*
O=C(C[n+]1cccc(CNC(=O)c2ccc(OC(F)F)cc2)c1)Nc1ccc(F)cc1
  3%	0%	-8%
COC(=O)NCc1cc2cc(Cl)ccc2[nH]1
  7%	-5%	-3%
C/C(CC(=O)Nc1ccc(C)c(Cl)c1)=N\NC(=O)Cc1ccccc1
  3%	-1%	-28%
COc1ccc(CC(=O)NC(C)c2ccc3ccccc3c2)cc1 (centres undefined)
  ·	-2%	-8%
c1ccc2c(c1)ncn2CCC1CCCCC1
  2%	-2%	21µM*
Cc1cc(=O)[nH]c(Nc2cccc(Br)c2)n1
  2%	-3%	?
CCOc1ccc(NC(=O)c2nccnc2CO)cc1
  -7%	-8%	-3%
O=C(NCCCN1CCN(Cc2ccccc2)CC1)C1CCN(S(=O)(=O)N2CCCC2)CC1
  4%	-6%	?
CC(=O)NS(=O)(=O)c1ccc2c(c1)C(=O)c1cc(S(=O)(=O)NC(C)=O)ccc1-2
  ·	-4%	-2%
COc1cccc(OC)c1C(=O)Nc1nnc(C)s1
  5%[2.28 µM]	-3%	-2%
O=C(Nc1cccc(C(F)(F)F)c1)c1cc(-c2ccc(F)cc2)on1
  0%	-1%	-24%
CN(Cc1nc(Cc2ccccc2F)no1)CC1(N2CCOCC2)CCCCC1
  ·	1%	?
O=c1c2ccccc2nnn1CSc1ccc2c(c1)OCCO2
  0%	-3%	-21%

# A draw from above in order of molar mass, lowest first.
# The line under a structure holds: TDP1 inh	KAT2A inh	TDP1 cell noCPT
Cc1cc(=O)[nH]c(Nc2cccc(Br)c2)n1
  2%	-3%	?
O=c1c2ccccc2nnn1CSc1ccc2c(c1)OCCO2
  0%	-3%	-21%
CC(=O)NS(=O)(=O)c1ccc2c(c1)C(=O)c1cc(S(=O)(=O)NC(C)=O)ccc1-2
  ·	-4%	-2%

# (listing goes on)
# The line under a structure holds: TDP1 inh	KAT2A inh	TDP1 cell noCPT
CCOC(=O)C1CCN(CC(=O)N2CCCc3c2c(=O)oc2ccc(OCc4ccccc4)cc32)CC1
  ·	-14%	-22%
Cc1cccc(NS(=O)(=O)c2c(C)[nH]c(C)c2C(=O)N2CCCC2)c1
  4%	0%	12%
COc1cccc(-c2nnc3sc(CN4CCCCC4)cn23)c1
  2%	-8%	1.3µM*
O=c1[nH]cnc2c1ncn2[C@@H]1O[C@H](COS(=O)(=O)O)[C@@H](O)[C@H]1O
  1%	-1%	?
COc1ccc(OC)c(NC(=S)N(CCc2c(C)[nH]c3ccc(C)cc23)Cc2cccs2)c1
  7%	-8%	?
O=C(CCSCCc1ccccn1)Nc1nccs1
  4%	-4%	-24%
COc1cccc(C2=NOC(C(=O)NCc3ccc(F)cc3)C2)c1 (centres undefined)
  0%	-1%	18µM*
O=C(Nc1cccc(Cl)c1)C1CCCN1S(=O)(=O)c1cccc2cccnc12 (centres undefined)
  0%	-6%	?
C/C(=N\NC(=O)c1cccnc1)c1ccc(OC2OCCOC2Oc2ccc(/C(C)=N/NC(=O)c3cccnc3)cc2)cc1 (centres undefined)
  7%	-5%	21µM*
O=C1CS/C(=N\c2ccccn2)N1C1CCCCC1
  -8%	-7%	-24%
COc1ccc(OC)c(C2CC(=O)Nc3c2c(=O)[nH]c2nc4ccccc4n32)c1 (centres undefined)
  5%	-2%	·
CCOCCCNC(=O)c1cc2c(=O)[nH]c3ccccc3c2s1
  ·	-23%	-22%
CCc1c(C)nc(SCC(=O)NNC(=O)c2ccco2)[nH]c1=O
  4%	-13%	-2%
CC(C)NC(=O)c1ccc(CN2CCC(Cc3ccccc3)CC2)cc1
  ·	-15%	-14%
CN1C2CCC1/C(=C\c1ccccc1F)C(=O)/C2=C/c1ccccc1F
  5%	1%	?
COc1ccc(-c2sc3ccccc3c2C#CCCO)cc1
  ·	-13%	?
CC(=O)c1ccc(N(C(=O)Cc2c[nH]c3ccccc23)C(C(=O)NC2CCCCC2)c2cccs2)cc1 (centres undefined)
  11%	-12%	-24%
O=C(C(Cl)Cl)N1CCN(c2ccccn2)CC1
  0%	0%	-9%
COc1ccc(C(=O)Nc2c(Cl)cc(Cl)cc2C(=O)N2CCC(C)CC2)cc1
  -7%	-4%	-26%
Cc1csc(NC(=O)c2ccoc2C)n1
  7%	-5%	-29%
COc1cccc(-n2c(=O)c3c(C)c(C(=O)N(C)C)sc3n(CC(=O)NCC3CCCO3)c2=O)c1 (centres undefined)
  1%	3%	8%
O=C(/C=C/c1ccc(Cl)cc1Cl)n1cccn1
  4%	-2%	?
CC(C)OC(=O)c1ccc(NC(=O)c2cncc(Br)c2)cc1
  6%	-1%	?
Nc1[nH]nc2ncc3cc4ccccc4nc3c12
  0%	-1%	9.2µM*
COCCNC(=O)c1cnc2sc(N3CCCCC3)nn2c1=O
  -3%	2%	-4%
CC1CCN(c2nc(-c3ccc(C(C)(C)C)cc3)nc3ccccc23)CC1
  0%[12.3 µM]	-4%	?
Cc1nc(N2CCN(c3ccccn3)CC2)c2c(C)c(C(=O)N3CCN(c4cccc(Cl)c4)CC3)sc2n1
  9%	-19%	21µM*
CC(C)COc1ccc(C(=O)N(Cc2ccc(N(C)C)cc2)Cc2ccco2)cc1
  12%	-5%	15µM*
CC(C)(C)NC(=O)C(c1ccc(-c2ccccc2)cc1)N(C[C@H]1CC[C@@H]([C@@H]2CC[C@H](CO)O2)O1)C(=O)c1ccc(C(C)(C)C)cc1 (some centres undefined)
  2%[56.1 µM]	-19%	21µM*
Cc1ccc(C)c(N2CCN(S(=O)(=O)c3ccc(-c4ccc(=O)[nH]n4)o3)CC2)c1
  -2%	-4%	-19%
CC(=O)c1c(C)nc(-c2ccc3c(c2)OCO3)n1O
  3%	-7%	-23%
CC(OC(=O)c1cccc(S(=O)(=O)N2CCCCCC2)c1)C(=O)Nc1ccc(S(N)(=O)=O)cc1 (centres undefined)
  -2%	-7%	?
O=[N+]([O-])c1ccc(-c2nnc(-c3ccccc3)c(NCCCO)n2)cc1
  3%	-2%	16µM*
Cc1cccc2c(=O)cc(C)n(CC(=O)N3CCCCC3)c12
  3%	-1%	-13%
Cc1c(Cc2ccccc2)c(=O)oc2c(CN(C)C)c(O)c(Cl)cc12
  -5%	?	16µM*
O=C(CCc1nc(-c2ccccc2Cl)no1)NC1CCCC1
  4%	-2%	?
CCOC(=O)CNC(=O)CNC(=O)c1nn(-c2ccc(OC)c(Cl)c2)c(=O)c2ccccc12
  1%	0%	-5%
Nc1n[nH]c(C2CC2)c1N=Nc1ccc(Cl)cc1
  6%	-3%	-11%
Cc1cccc(C)c1OCC(=O)NCC1CCCO1 (centres undefined)
  2%	-9%	14%
Cc1ccc(CNC(=O)c2ccc(NC(=O)C3=CSCCO3)cc2)cc1
  1%	-2%	?
COc1ccnc(CN(C)C(=O)C2CCC(=O)N(Cc3cccc(C(F)(F)F)c3)C2)c1 (centres undefined)
  1%	-18%	16%
CCn1c(SCC(=O)Nc2ccccc2)nnc1-c1cccs1
  ·	-8%	-1%
CCC(C)(C)NC(=O)CN(C(=O)CNS(=O)(=O)c1ccccc1)c1ccccc1
  4%	-11%	-27%
COc1ccc(C2C(C(=O)N3CCN(C)CC3)c3ccccc3C(=O)N2C2CCCCC2)cc1 (centres undefined)
  -2%	-5%	-9%
CCCCOC(=O)C1=C(C)Nc2nnnn2C1c1ccc(OC)c(OC)c1OC (centres undefined)
  -2%	?	?
O=C1CSC(c2cccc([N+](=O)[O-])c2)N1CCN1CCCCC1 (centres undefined)
  6%	2%	2%

# The list is partial; count on the stated rates, not on these rows.
